EphA4 KYL inhibition = inhibitors of EphA4 binding to KYL peptide, primary screen, biochemical, colorimetric, mouse EphA4 (AID 689). inhibition, % at 10 µM, or IC50 in µM where a hit was titrated. 62,000 compounds, 0.1% hits. EphA4-AP binding to KYL peptide, pNPP A405; higher % means a stronger effect; in the data active means a potency from the dose series; inactive means the rest, 99 in 100 with inhibition below about 22%
Starred values were filed as active, the others as inactive; & = joins results of further samples. This is a subset; rates above refer to the full screens.

Molecule	EphA4 KYL inhibition
Cc1cc(C)n(C(=O)CSc2ccc(Cl)cc2)n1	-10.0%
Cc1cccc(Nc2nc(N)nc(CN3CCN(Cc4ccc5c(c4)OCO5)CC3)n2)c1	-4.8%
COC(=O)C1=C(C)N(c2ccc(C)c(C)c2)/C(=C\c2ccc(OCC(=O)Nc3ccccc3OC)cc2)C1=O	-13.3%
CCCNc1c(N)n(-c2ccccc2)c(=O)[nH]c1=O	-11.0%
O=C1NCCN1Cc1ccccc1	-2.8%
Cn1c(=O)oc2cc(S(=O)(=O)N3CCN(c4ccccc4)CC3)ccc21	18.2%
COc1ccc(S(=O)(=O)N(CC(=O)Nc2cccc3ccccc23)c2ccc(C)cc2)cc1OC	-11.5%
CCOc1ccc(C2C(C#N)=C(N)N3C(=C2C#N)Sc2ccccc23)cc1 (centres undefined)	28.6%
COc1cc(/C=C2/C(=O)NC(=O)N(c3ccc(C)cc3)C2=O)ccc1OCCOc1ccc([N+](=O)[O-])cc1	-3.7%
O=C(NCCCN1CCCCCC1)C1CC(=O)N(C2CCCC2)C1 (centres undefined)	-3.3%
COc1ccc(Nc2cc(C(=O)NCCCN3CCN(C)CC3)c3ccccc3n2)c(OC)c1	6.2%
CCSc1nc(-c2ccc(OC)cc2)cc(-c2ccc(OC)cc2)c1C#N	-18.7%
O=C(CCCn1c(SCC(=O)c2ccc(F)cc2)nc2ccccc2c1=O)NCc1ccco1	-8.8%
Cc1ccccc1-n1c(SCc2cc(=O)n3ccccc3n2)nc2[nH]ncc2c1=O	-1.9%
CC1(C)SCC2C(=O)N3C(CSC3(C)C)C(=O)N21 (centres undefined)	10.1%
CSc1nc(C)c(CCOC(=O)c2cccc(Cl)c2)c(=O)[nH]1	-25.6%
COc1ccc(-c2cc(-c3c(O)c(OC)c4occc4c3OC)[nH]n2)cc1OC	-15.8%&0.3%
CCC(C)c1c(O)nc(SCC(=O)c2ccccc2)[nH]c1=O (centres undefined)	-12.7%
O=C1C(=O)N(c2nccs2)C(c2ccc(F)cc2)/C1=C(/O)c1ccc(Cl)cc1 (centres undefined)	-8.6%
N/C(=N\OC(=O)CCc1ccccc1)c1ccc(Br)cc1	-3.5%

5 of the entries above in order of their number in EphA4 KYL inhibition, ascending:
structure	EphA4 KYL inhibition
Cc1cc(C)n(C(=O)CSc2ccc(Cl)cc2)n1	-10.0%
Cc1cccc(Nc2nc(N)nc(CN3CCN(Cc4ccc5c(c4)OCO5)CC3)n2)c1	-4.8%
O=C(NCCCN1CCCCCC1)C1CC(=O)N(C2CCCC2)C1 (centres undefined)	-3.3%
COc1ccc(Nc2cc(C(=O)NCCCN3CCN(C)CC3)c3ccccc3n2)c(OC)c1	6.2%
CCOc1ccc(C2C(C#N)=C(N)N3C(=C2C#N)Sc2ccccc23)cc1 (centres undefined)	28.6%

Later entries:
Molecule	EphA4 KYL inhibition
CCSc1nnc(NC(=O)NC(CC)(C(F)(F)F)C(F)(F)F)s1	-8.0%
Cn1cc(CNC(=O)C2c3ccccc3Oc3ccccc32)cn1	-15.9%
CCc1cccc(NC(=O)c2snc3c(=O)[nH]cnc23)c1	-13.9%
O=C(NC1CCCCC1)c1ccc(CNc2ccccc2)o1	-28.3%
Cc1cccc(-n2c(O)c(C=Nc3ccc4c(c3)OCO4)c3ccccc3c2=O)n1	-21.4%
NC1=NC(=O)/C(=C/c2cccc(Oc3ccccc3)c2)S1	-9.0%
O=[N+]([O-])c1ccc(CSc2nnc(-c3ccco3)o2)cc1	-5.0%
Cc1noc(COc2ccc(OCc3nc(C)no3)cc2)n1	-9.9%
CCCOc1ccc(S(=O)(=O)n2cc(Br)c(=O)[nH]c2=O)cc1	-11.6%
COc1cc(NC(=O)c2ccco2)c(C(=O)O)cc1OC	-18.6%
OCCN1CCN(C(c2cccs2)c2ccc3cccnc3c2O)CC1 (centres undefined)	15.6%
CCn1c(CNc2ccc(F)cc2)nnc1SCC(=O)Nc1ccc(OC)cc1OC	3.9%
CC(C)CN(CC(C)C)C1=N/C(=C\c2ccco2)C(=O)N1c1ccccc1	2.5%
O=C(CNC(=O)C1CCCCC1)NC1=NCCS1	-10.8%
COc1ccccc1Cn1c(=O)c2ccccc2n2c(SCc3csc(C)n3)nnc12	1.5%
O=C(Nc1cc(-c2ccc(F)cc2)[nH]n1)c1ccccc1[N+](=O)[O-]	3.9%
Cc1cccc(OCC(=O)Nc2ccc(N3CCN(S(C)(=O)=O)CC3)cc2)c1C	2.1%
CCC(CC)C(=O)Nc1nnc(SCC(=O)N2CCN(c3ccccc3OC)CC2)s1	-3.6%
Cn1nc(C(F)(F)F)c(C(=O)Nc2ccc(C(F)(F)F)cc2)c1Cl	-11.4%
COc1cc(C=C2C(=O)NC(=O)NC2=O)ccc1OCCOc1ccc([N+](=O)[O-])cc1	-5.4%
CC(C)(C)NC(=O)Cn1ccc(=N)c2ccccc21	-10.2%
CN(Cc1ccco1)C(=O)c1ccc(N2CCCC2=O)cc1	-0.9%
OCc1ccnc2c(O)cccc12	14.8%
CCOc1ccc(N=C2NC(=O)C(CC(=O)O)S2)cc1 (centres undefined)	-10.0%
O=C(NC1CCSC1=O)c1cccc(C(=O)NC2CCSC2=O)c1 (centres undefined)	-17.3%
O=C(O)C(Cc1ccccc1)n1c(O)c(/C=C2\C=Nc3ccccc32)sc1=S (centres undefined)	11.6%
CCC(C)NC(=O)/C(=C/c1ccco1)c1ccccc1 (centres undefined)	6.5%
Clc1ccc(N2CCN(N=Cc3c(Cl)cccc3Cl)CC2)cc1	2.9%
CC1CCN(c2cc(N3CCC(C)CC3)c([N+](=O)[O-])cc2/C=C(\C#N)c2nn(-c3ccccc3)c(N)c2C#N)CC1	-7.7%
O=CN(Cc1ccco1)C1(C(=O)NC2CCCCC2)CCCCC1	7.3%
O=C1C(Cl)=C(NCCc2ccccc2)C(=O)N1c1ccc(Br)cc1	2.5%
O=C1c2ccccc2C(=O)C1Cc1cccc2ccccc12	1.4%
Cc1cc(C)c2[nH]c(=O)c(CN(Cc3nnnn3C3CCCC3)C3CCCCC3)cc2c1	2.5%
CC1CC(C)CN(C(=O)c2cc3c(s2)CCC3)C1 (centres undefined)	-6.9%
O=C(OCC(=O)N1CCOCC1)c1ccc2c(c1)OCCO2	-3.1%
Cc1cc(C(F)(F)F)nn1Cc1n[nH]c(=S)n1-c1cccc(Cl)c1	-2.9%
OC(CN1CCN(Cc2ccc3c(c2)OCO3)CC1)c1c[nH]c2ccccc12 (centres undefined)	-3.4%
COC(=O)CNC(=O)c1cn(CC(C)C)c(=O)c2cc(OC)c(OC)cc12	-10.8%
COc1cc(/C=C2/SC(=S)NC2=O)ccc1OCCOCCOc1ccc(C)cc1	9.7%
Cc1cc(NCCCN2CCOCC2)n2ncc(-c3ccc(Cl)cc3)c2n1	-4.5%
CCn1c(=O)n(CC)c2cc([N+](=O)[O-])ccc21	4.8%
Cc1c(OCc2ccc(C(=O)O)cc2)ccc2c3c(c(=O)oc12)CCC3	10.4%
COc1ccc(CSc2nncn2N)cc1Br	0.0%
CN(C)c1ncc(S(=O)(=O)c2ccc(Cl)cc2)c(-c2ccc(Cl)cc2Cl)n1	-11.4%
COc1ccc(-c2nc(CSCC(=O)N3CCN(C(=O)c4ccco4)CC3)c(C)o2)cc1OC	-7.1%
CCOC(=O)C1CCN(C(=O)CCNC(=O)Cn2ccc3ccccc3c2=O)CC1	-17.9%
COc1ccc(N(CC(=O)Nc2ccccc2Cl)S(=O)(=O)c2ccccc2)cc1	-7.3%
CC1CCN(C(=O)CSc2nnc(CNC(=O)COc3ccc(Cl)cc3)o2)CC1	-14.7%
CCN1CCN(Cc2nc3c(c(=O)n(C)c(=O)n3C)n2Cc2ccccc2Cl)CC1	-7.2%
Cc1ccc2c(c1)NC(=O)C(CC(=O)NCCCN1CCN(c3cc(C)ccc3C)CC1)O2 (centres undefined)	-13.0%
CC(=O)NC1(c2ccccc2)CCN(c2nc(C)cc(C)n2)CC1	-10.7%
COc1ccc(NC(=O)C(=O)NCc2ccc(C)cc2)cc1Cl	-4.8%
COc1ccc(C2NC(=S)N3C(c4ccc(OC)cc4)NC(=S)N23)cc1 (centres undefined)	-6.7%
O=C(/C=C/c1ccco1)NC(=S)N(Cc1ccccc1)c1ccccc1	-0.3%
CCOC(=O)N1CCN(CC(=O)N2c3ccccc3CC2C)CC1 (centres undefined)	3.5%
Cc1cc(C)c(Cc2c(C)nc3c(C(=O)NCc4ccco4)cnn3c2C)c(C)c1	10.5%
COC(=O)CN(c1ccc(OC)cc1OC)S(=O)(=O)c1ccc(C)cc1	-14.9%
COc1ccc(S(=O)(=O)N(CC(=O)NCC2CCCO2)Cc2ccccc2)cc1 (centres undefined)	23.2%
O=C(C1CCC1)N1CCc2cc(S(=O)(=O)NCc3cccnc3)ccc21	-3.8%
CCOC(=O)C1=C(C)NC(C)=C(C(=O)OCC)C1c1ccc(OC)cc1	-13.4%

Continued:
Molecule	EphA4 KYL inhibition
CC1CCN(C(=O)CSc2ccc(-c3ccc(F)cc3)nn2)CC1	-10.9%
Cc1ccc(-c2nnc(CSc3nc(C)nc4sc(C)c(C)c34)o2)cc1	1.0%
CCOC(=O)c1cccc(NC(=O)C2CCC(CNc3c(N4CCOCC4)c(=O)c3=O)CC2)c1 (centres undefined)	7.3%
CC(=O)Nc1ccc(S(=O)(=O)Nc2nnc(C(C)(C)C)s2)cc1	-2.2%
Cn1/c(=N/N=C/c2ccc([N+](=O)[O-])cc2)sc2ccccc21	3.7%
COC(=O)CSc1nnc(CNc2ccc(Cl)cc2)n1Cc1ccccc1	1.1%
Cc1noc(C)c1S(=O)(=O)N(CC(=O)N1CCCCCC1)c1ccc(C(C)C)cc1	12.7%
O=C(C(F)C(F)(F)F)N1CCN(c2ccccc2)CC1 (centres undefined)	-4.8%
COc1ccc(O)c(/C=N/n2cnnc2)c1	-1.7%
O=C(NC1CCCCCC1)c1ccc(CN2CCOCC2)cc1	-6.3%
CCN(CC)C(=O)COc1ccc2oc(C)c(C(=O)OC)c2c1	-13.2%
O=C(O)COc1ccc2c3c(c(=O)oc2c1)CCC3	-3.7%
Cc1cccc(C(=O)NCC(O)c2ccccc2)c1 (centres undefined)	11.8%
CC1N(C)c2cc(NC(=O)c3ccco3)ccc2C1(C)C (centres undefined)	-17.8%
CCOc1ccccc1-n1c(SCC(=O)NC)nnc1-c1ccco1	-7.7%
CCC(c1c(C)n(C)n(-c2ccccc2)c1=O)c1c(C)n(C)n(-c2ccccc2)c1=O	-8.8%
O=C(c1cc2nc(-c3ccco3)cc(C(F)(F)F)n2n1)N1CCCCCC1	5.3%
CC(C)(O)C#Cc1ccc(C(=O)NCc2cccs2)s1	-5.9%
Cc1ccc(CNC(=O)c2cc3c(=O)n(C)c4ccccc4c3n2C)o1	-10.3%
COc1ccc(C(=O)CSc2nnc(-c3ccco3)n2CC2CCCO2)cc1 (centres undefined)	1.8%
NC(=O)C1CCN(C(=O)C23CC4CC(CC(C4)C2)C3)CC1	-6.2%
COCCn1c(SCCCc2ccccc2)nc2c1c(=O)[nH]c(=O)n2C	-3.1%
CCc1cc2c(cc(C(=O)O)n2C)s1	2.0%
O=c1nc2n(c3cc(Cl)c(S(=O)(=O)N4CCOCC4)cc13)CCCCC2	-0.9%
CC(C)C(=O)Nc1ccc(C(=O)NC2CCSC2=O)cc1 (centres undefined)	4.9%
CC1=C(C(=O)Nc2ccccc2C)C(c2ccc(C(C)C)cc2)NC(=O)N1 (centres undefined)	8.3%
CN1C(=O)CSc2ccc(C(=O)O)cc21	-5.6%
Cc1cccc(NC(=O)c2ccccc2NC(=O)/C=C\c2ccco2)c1C	10.1%
COc1cccc2c1CC/C(=C\c1cccc(I)c1)C2=O	-13.4%
COCC(=O)N(Cc1cc2ccccc2[nH]c1=O)c1ccc(OC)cc1	-4.5%
Cc1cc2c(s1)CCCCC(=O)N2	-6.8%
O=C(NCc1cccs1)C1CCN(c2ccc(S(=O)(=O)N3CCOCC3)cc2Cl)CC1	-1.3%
CC(=O)Nc1ccc(S(=O)(=O)N[C@H](C(=O)O)C(C)C)cc1	-1.1%
O=C(NCCCO)C(=O)Nc1ccccc1	-11.4%
CCOC(=O)CN1NC2(CCC(C)CC2)NC1=S (centres undefined)	-13.8%
CC(/C=C1\SC(=S)N(C(Cc2ccccc2)C(=O)O)C1=O)=C\c1ccccc1 (centres undefined)	8.6%
CCOC(=O)C1=C(C)OC(N)=C(C#N)C1c1cc(OC)c2c(c1)OCO2 (centres undefined)	-5.6%
O=C(NN1C(=O)c2ccccc2NC1c1ccccn1)c1ccc(Br)cc1 (centres undefined)	-7.7%
c1cc2ccc3ccc(CN4CCOCC4)c4ccc(c1)c2c34	-9.4%
Cc1cccc2cc(C#N)c(NCCNS(=O)(=O)c3ccc4c(c3)OCCO4)nc12	1.2%
CCOC(=O)CSc1ccc(-c2nc3cc(C)c(C)cc3[nH]2)cn1	12.4%
N/C(=N\c1nc2c(c(=O)[nH]1)CCCC2)Nc1ccccc1Sc1ccccc1	0.1%
COc1ccc(/C=N/c2nc3ccccc3n2C)cc1OC	21.6%
O=C(N/N=C/c1ccco1)c1cnccn1	-12.0%
C[N+]1(CC(=O)OCCCc2ccccc2)CCOCC1	-9.6%
Cc1cc(=O)oc2cc(OCC(=O)N3CCCC(C)C3)ccc12 (centres undefined)	-15.5%
COc1cccc(C(=O)N(CN2CCCC2=O)c2cc(C)on2)c1	-4.9%
COc1ccc(S(=O)(=O)Nc2ccc3c(c2)OCO3)cc1	0.6%
O=C(Nc1ccc2c(c1)OCCO2)c1cc2sccc2n1Cc1ccc(F)cc1	-15.2%
O=C(CCc1ccccc1)Nc1nncs1	-12.0%
CCOC(=O)c1cnc2sc3c(n2c1=O)CCCC3	2.1%

Assay outcomes: PubChem BioAssay, Sanford-Burnham Center for Chemical Genomics
